# Screening results deposited in PubChem by Dana-Farber Cancer Institute and Novartis Institutes for BioMedical Research (Cambridge, Mass).
# USP28 block: inhibitors of human USP28 deubiquitinase; Ubiquitin carboxyl-terminal hydrolase 28 (Homo sapiens), Q96RU2; purified USP28, Ub-rhodamine cleavage fluorescence, 30 min; inhibition, % at 25 µM; hit rate 3% among 47,000
# USP8 block: inhibitors of human USP8 deubiquitinase | inhibition, % at 20 µM | purified USP8, Ub-rhodamine cleavage fluorescence, 30 min | hit rate 4.2% among 47,000 | Ubiquitin carboxyl-terminal hydrolase 8 (Homo sapiens), P40818
# USP7 block: inhibitors of human USP7 deubiquitinase. hit rate 0.3% among 47,000. Ubiquitin carboxyl-terminal hydrolase 7 (Homo sapiens), Q93009. inhibition, % at 20 µM. AID 1645854, 2021. purified USP7, Ub-rhodamine cleavage fluorescence
# USP10 block: inhibitors of human USP10 deubiquitinase. Ubiquitin carboxyl-terminal hydrolase 10 (Homo sapiens), Q14694. hit rate 1.1% among 47,000. purified USP10, Ub-rhodamine fluorescence, 60 min. inhibition, % at 20 µM
# OTUD3 block: inhibitors of human OTUD3 deubiquitinase. OTU domain-containing protein 3 (Homo sapiens), Q5T2D3. purified OTUD3, Ub-rhodamine fluorescence, 2 h. inhibition, % at 25 µM. hit rate 0.7% among 47,000
# Target sequence (Q5T2D3 whole entry, looked up, the tested form may be a part): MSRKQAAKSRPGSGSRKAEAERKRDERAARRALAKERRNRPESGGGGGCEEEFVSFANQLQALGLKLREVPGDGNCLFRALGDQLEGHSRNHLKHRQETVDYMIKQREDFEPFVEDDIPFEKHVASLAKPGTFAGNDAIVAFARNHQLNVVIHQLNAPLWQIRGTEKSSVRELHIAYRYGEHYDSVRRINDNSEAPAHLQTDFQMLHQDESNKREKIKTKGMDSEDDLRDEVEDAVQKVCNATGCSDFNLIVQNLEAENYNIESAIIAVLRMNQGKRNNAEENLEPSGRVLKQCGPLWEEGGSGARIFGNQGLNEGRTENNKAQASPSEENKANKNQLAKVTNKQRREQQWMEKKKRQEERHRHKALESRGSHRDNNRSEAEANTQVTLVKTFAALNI
# UCHL1 block: inhibitors of human UCHL1 deubiquitinase. Ubiquitin carboxyl-terminal hydrolase isozyme L1 (Homo sapiens), P09936. purified UCHL1, Ub-rhodamine cleavage fluorescence. inhibition, % at 20 µM. hit rate 0.2% among 47,000. AID 1645859, 2021
# Target sequence (P09936 whole entry, looked up): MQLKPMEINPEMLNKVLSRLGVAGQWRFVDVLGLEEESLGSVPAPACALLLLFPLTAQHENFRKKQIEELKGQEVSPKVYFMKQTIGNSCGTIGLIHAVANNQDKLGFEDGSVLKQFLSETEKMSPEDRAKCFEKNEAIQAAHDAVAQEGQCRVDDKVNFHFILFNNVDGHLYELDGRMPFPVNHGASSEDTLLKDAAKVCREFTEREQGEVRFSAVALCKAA
# USP17 block: inhibitors of human USP17 deubiquitinase. Ubiquitin carboxyl-terminal hydrolase 17-like protein 5 (Homo sapiens), A8MUK1. purified USP17, Ub-rhodamine cleavage fluorescence, 3 h. inhibition, % at 50 µM. hit rate 6.5% among 47,000
# USP30 block: inhibitors of human USP30 deubiquitinase; AID 1645860, 2021; hit rate 5.3% among 47,000; purified USP30, Ub-rhodamine cleavage fluorescence; inhibition, % at 25 µM; Ubiquitin carboxyl-terminal hydrolase 30 (Homo sapiens), Q70CQ3
# Numbers without * were called inactive; . = not tested or not shown. Cut-off read from the data, not from the text of the source: active = inhibition above about 30%; inactive = the rest.
nr	USP28 block	USP8 block	USP7 block	USP10 block	OTUD3 block	UCHL1 block	USP17 block	USP30 block	Structure
1	-8.1	-70.3	-0.5	-0.1	-8.5	-1.5	-7.9	-0.2	CCN1C[C@H]2C3(CCN(S(=O)(=O)c4cccc(OC)c4)CC3)CC[C@@]2(C(=O)NC)C1
2	-0.2	22.3	5.4	5.0	-3.4	1.3	-1.0	0.4	Cc1ncc(-c2ccc(S(=O)(=O)Nc3ccccc3F)cc2)o1
3	.	-0.8	-1.7	0.0	-0.7	0.9	11.1	.	Cc1cccn2c(=O)c(C(=O)NCCc3cccs3)cnc12
4	10.5	11.7	0.9	8.7	20.5	5.5	5.5	25.3	c1ccc(OCCN(Cc2nc3ccccc3[nH]2)C2CCCCC2)cc1
5	20.5	0.1	0.4	3.2	12.6	0.0	10.7	19.0	Cc1cc(C)cc(NS(=O)(=O)c2cc3c4c(c2)CCN4C(=O)CC3)c1
6	11.5	9.8	6.8	-4.5	1.2	-0.3	3.6	0.1	O=C(CN1CCSc2ccccc21)Nc1ccccc1Cc1ccccc1
7	17.3	-23.8	-1.3	-1.1	-2.1	-0.1	60.9*	56.2*	O=C(NC(Cc1ccccc1)c1nc2ccccc2[nH]1)c1cc(=O)[nH]c2ccccc12 (stereo not drawn)
8	1.4	-0.2	-3.2	-0.7	0.6	-4.9	-3.0	-5.1	Cc1ccccc1NC(=O)CCn1cnc2ccccc2c1=O
9	3.5	11.1	4.4	0.0	12.5	2.3	8.0	1.4	COc1cc(C(=O)N(Cc2cccs2)c2ccccn2)cc(OC)c1OC
10	-11.9	-2.6	-2.9	-2.6	0.1	-2.5	-2.7	-14.8	CCOc1ccccc1CN1CCc2nc(N(C)C)[nH]c(=O)c2CC1
11	-8.9	-43.1	-5.0	-6.7	-3.7	-7.8	-15.5	-10.2	CN1CCn2c(-c3cccnc3)cnc2C12CCN(Cc1ccccc1)CC2
12	8.7	-2.9	2.2	-0.1	10.6	1.5	10.0	25.8	CCOC(=O)c1cc(-c2csc(CS(=O)(=O)Cc3cccc(C(F)(F)F)c3)n2)on1
13	0.4	12.0	-1.5	-0.2	-1.5	-1.4	2.9	17.0	FC(F)(F)C1NCCc2c1[nH]c1ccccc21 (stereo not drawn)
14	-18.0	-51.2	-4.7	-2.7	-27.9	-3.5	9.0	-70.8	COc1ccc(NC(=O)O[C@@H]2CO[C@H]3[C@@H]2OC[C@@H]3Nc2nccc(-c3ccccc3)n2)cc1
15	-0.4	2.7	.	-0.1	0.6	-0.2	24.2	3.7	COc1cc(OC)c(Nc2ncnc3sc(C)cc23)cc1Cl
16	-10.4	12.4	0.4	-10.1	-1.7	-0.6	-6.5	-20.4	CCOC(=O)c1cnc(Nc2cc(OC)ccc2OC)c2ccccc12
17	4.2	3.6	5.1	-0.1	14.3	5.1	24.6	6.9	CCn1c(=O)c(C(=O)NCc2ccc(OC)cc2)nc2cccnc21
18	2.7	17.7	2.0	0.0	10.4	-0.8	3.4	0.9	CC(C)c1nccn1-c1nccnc1C1CCCN(C(=O)c2cccnc2)C1 (stereo not drawn)
19	-7.2	4.3	-5.8	-6.6	-13.1	3.6	-5.9	-39.9	COc1ccc(C2c3[nH]c4ccccc4c3C[C@H]3C(=O)N(C4CCCC4)CC(=O)N23)cc1 (stereo partly drawn)
20	2.1	7.2	-2.1	-0.6	-3.8	-1.0	-4.0	-20.2	O=C(NCc1ccccc1)C1CCCN(c2nnc3c(Cl)cccn23)C1 (stereo not drawn)
21	0.0	13.8	0.0	-0.7	2.1	1.4	2.6	3.9	Cc1ccc(S(=O)(=O)NCC(c2ccc3c(c2)CCN3C)N2CCCC2)c(C)c1 (stereo not drawn)
22	7.9	18.5	6.0	3.5	35.8*	8.7	77.7*	64.8*	Cc1nnc(OCC(=O)Nc2ccc(OC(F)(F)F)cc2)c2ccccc12
23	12.4	18.2	4.5	5.1	18.6	5.5	10.7	22.1	Cc1ccc(C)c(CN2C(=O)N(Cc3ccccc3)S(=O)(=O)c3ccccc32)c1
24	11.0	12.9	3.8	1.8	7.5	1.5	0.2	12.4	COc1cccc(N2CC(NC(=O)Nc3ccc(F)cc3F)CC2=O)c1 (stereo not drawn)
25	18.2	41.8*	-141.0	53.1*	26.5	14.3	39.9*	14.5	CCOc1ccc(-c2nc(SCC(=O)Nc3cccc(C)c3)n3[nH]c(=O)cc3n2)cc1
26	36.7*	-51.4	-4.1	25.8	8.6	5.1	5.0	63.4*	Cc1nn(-c2ccc([N+](=O)[O-])cc2)c(C)c1-c1nc2ccccc2[nH]1
27	9.9	8.3	6.9	4.9	0.3	6.1	4.6	9.7	Cc1ccc(S(=O)(=O)N2CCC(C(=O)N3CCc4sccc4C3C)CC2)cc1 (stereo not drawn)
28	0.3	-18.3	0.4	-2.2	0.5	4.4	-2.6	-0.3	O=S(=O)(Cc1ccccc1)N1CCC2(CCN(Cc3cccc(F)c3)C2)C1 (stereo not drawn)
29	7.1	5.1	-7.1	6.6	5.3	-0.2	12.7	3.1	O=C1CC2(CCCCC2)CC(=O)N1c1cc(S(=O)(=O)N2CCCCC2)ccc1Cl
30	-70.9	55.0*	4.6	4.3	-96.6	-6.3	-50.8	-195.3	CN(Cc1ccc2c(c1)OCO2)C(=O)Cn1cnc2sc(-c3ccccc3)cc2c1=O
31	9.8	6.7	-0.4	-2.2	12.0	1.2	0.8	17.8	Cc1c(S(=O)(=O)NC2CCCCC2)cc(C(=O)N2CCCC2)n1C
32	6.0	6.0	-8.0	-4.1	4.3	-0.2	-1.0	0.5	Cc1cc(C)n(CC(=O)NC(C)c2ccccc2)c1-c1nc(C2CC2)no1 (stereo not drawn)

# Reformatted with one line to a screen: part of the list above.
28: O=S(=O)(Cc1ccccc1)N1CCC2(CCN(Cc3cccc(F)c3)C2)C1 (stereo not drawn)
29: O=C1CC2(CCCCC2)CC(=O)N1c1cc(S(=O)(=O)N2CCCCC2)ccc1Cl

Assay by compound | 28 | 29
USP28 block | 0.3 | 7.1
USP8 block | -18.3 | 5.1
USP7 block | 0.4 | -7.1
USP10 block | -2.2 | 6.6
OTUD3 block | 0.5 | 5.3
UCHL1 block | 4.4 | -0.2
USP17 block | -2.6 | 12.7
USP30 block | -0.3 | 3.1

# Excerpt, nos. 31 to 32
nr	USP28 block	USP8 block	USP7 block	USP10 block	OTUD3 block	UCHL1 block	USP17 block	USP30 block	Structure
31	9.8	6.7	-0.4	-2.2	12.0	1.2	0.8	17.8	Cc1c(S(=O)(=O)NC2CCCCC2)cc(C(=O)N2CCCC2)n1C
32	6.0	6.0	-8.0	-4.1	4.3	-0.2	-1.0	0.5	Cc1cc(C)n(CC(=O)NC(C)c2ccccc2)c1-c1nc(C2CC2)no1 (stereo not drawn)

# Rewritten as labelled records: two of the compounds above.
21) Cc1ccc(S(=O)(=O)NCC(c2ccc3c(c2)CCN3C)N2CCCC2)c(C)c1 (stereo not drawn)
  USP28 block: 0.0
  USP8 block: 13.8
  USP7 block: 0.0
  USP10 block: -0.7
  OTUD3 block: 2.1
  UCHL1 block: 1.4
  USP17 block: 2.6
  USP30 block: 3.9

22) Cc1nnc(OCC(=O)Nc2ccc(OC(F)(F)F)cc2)c2ccccc12
  USP28 block: 7.9
  USP8 block: 18.5
  USP7 block: 6.0
  USP10 block: 3.5
  OTUD3 block: 35.8*
  UCHL1 block: 8.7
  USP17 block: 77.7*
  USP30 block: 64.8*
